# Source: PubChem
# TWEAK Fn14 block: TWEAK-Fn14 signaling inhibition | TWEAK-stimulated Fn14 reporter cells, luciferase luminescence, 8 h | inhibition, % at 10 µM | hit rate 2% among 360,000; in the data active = inhibition above about 50%
# TROY NFkB inh: blocks TROY-dependent signaling in reporter cells; hit rate 0.98% among 360,000; inhibition, % at 10 µM; Q293 LMP1-TROYcd NF-kB luciferase reporter, 4 h;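 active = compounds whose plate-normalised and pattern-corrected inhibition of the luciferase reporter signal at the single screening dose is 50% or more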
# ABHD5-PLIN5 inh: inhibitors of human ABHD5-perilipin-5 interaction | Q00G26+Q8WTS1 | Split G. princeps luciferase complementation, luminescence, 4 h | inhibition, % at 4 µM | hit rate 0.78% among 360,000 | AID 602281;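 active = inhibition above the mean inhibition across every tested compound plus 3 SD, cut at about 22% in these data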;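 note: 0% = DMSO only wells and the 100% control is not disclosed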
# SRC2 inh: human SRC2 (NCOA2) inhibition; inhibition, % at 9 µM; AID 651957; hit rate 0.17% among 370,000; Q15596; HEK293 GAL4-SRC2 luciferase reporter, luminescence;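 active = inhibition above the mean inhibition of all tested compounds plus 3 SD, set per campaign, cut at about 52% in these data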;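 note: 0% = DMSO treated cells and 100% = cells given Gossypol at 36 µM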
# Granule exo inh: lytic granule exocytosis inhibition; TALL-104 LAMP-1 surface exposure, flow cytometry; cells stimulated with thapsigargin and PMA; inhibition, % at 10 µM; hit rate 0.66% among 360,000;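 active = inhibition above about 55%, limit read from the data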
# NOD2 RIPK2 PPI: inhibitors of human NOD2-RIPK2 interaction; O43353; CHO BLA complementation NOD2-RIPK2, CCF4 ratio; inhibition, % at 4.98 µM; hit rate 0.38% among 360,000; AID 624267; in the data active = inhibition above about 21%;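 note: 0% = vehicle only and 100% = reference blocker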
# LRH-1 inv ag: inverse agonists of human LRH-1 (NR5A2) | O00482 | HEK293T StAR-luciferase reporter, LRH-1 transfected, 24 h | inhibition, % at 3.6 µM | hit rate 0.13% among 360,000 | AID 602396;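 active = inhibition above the mean inhibition of all tested compounds plus 3 SD, cut at about 73% in these data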;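 note: 0% = DMSO wells and 100% = reporter-only cells lacking LRH-1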
# Target sequence (O00482 whole entry, looked up): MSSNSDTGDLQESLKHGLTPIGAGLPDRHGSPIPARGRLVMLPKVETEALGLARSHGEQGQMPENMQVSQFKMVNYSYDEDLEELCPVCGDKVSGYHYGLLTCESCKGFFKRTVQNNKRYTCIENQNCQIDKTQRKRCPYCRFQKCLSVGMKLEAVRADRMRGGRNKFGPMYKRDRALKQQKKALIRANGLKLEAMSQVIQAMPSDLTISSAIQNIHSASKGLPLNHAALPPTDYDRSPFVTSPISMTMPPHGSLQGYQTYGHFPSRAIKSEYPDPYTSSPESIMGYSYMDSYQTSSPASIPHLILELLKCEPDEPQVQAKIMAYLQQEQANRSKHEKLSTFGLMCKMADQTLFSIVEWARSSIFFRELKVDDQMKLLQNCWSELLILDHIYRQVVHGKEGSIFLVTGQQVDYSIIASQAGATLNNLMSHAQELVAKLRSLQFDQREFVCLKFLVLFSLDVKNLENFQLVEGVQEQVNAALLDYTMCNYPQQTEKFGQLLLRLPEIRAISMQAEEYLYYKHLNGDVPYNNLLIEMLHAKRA
# NCOA3 inh: human NCOA3 inhibition; hit rate 0.17% among 360,000; HEK293 GAL4-SRC3 luciferase reporter, luminescence; inhibition, % at 3.6 µM;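 active = inhibition above a per-campaign cutoff, the mean of all compounds plus 3 SD, cut at about 60% in these data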;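 note: 0% = DMSO-treated cells and 100% = gossypol-treated cells at 36 µM; higher means less SRC3-driven luciferase light from the GAL4 reporter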
# TLR9-MyD88 block: blocks human TLR9 binding to MyD88 | Q9NR96+Q99836 | CHO BLA complementation TLR9-MyD88, CCF4 FRET ratio | inhibition, % at 4.98 µM | hit rate 0.21% among 340,000 | AID 504734;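 active = inhibition above the mean over all tested compounds plus 3 SD, cut at about 21% in these data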;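 note: 0% = DMSO only wells and 100% = clavulanate BLA inhibitor control wells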
# NR2F2 inh: blocks human COUP-TFII nuclear receptor; P24468; HEK293T NGFI-A luciferase reporter, luminescence; inhibition, % at 8.6 µM; hit rate 0.7% among 370,000; AID 686940;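 active = inhibition above a per-plate cutoff, mean inhibition of test wells between control levels plus 3 SD, cut at about 38% in these data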;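 note: cells cotransfected with COUP-TFII expression vector driving the NGFI-A reporter; 0% = median of COUP-TF2 test wells and 100% = reporter-only cells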
# Target sequence (P24468 whole entry, looked up): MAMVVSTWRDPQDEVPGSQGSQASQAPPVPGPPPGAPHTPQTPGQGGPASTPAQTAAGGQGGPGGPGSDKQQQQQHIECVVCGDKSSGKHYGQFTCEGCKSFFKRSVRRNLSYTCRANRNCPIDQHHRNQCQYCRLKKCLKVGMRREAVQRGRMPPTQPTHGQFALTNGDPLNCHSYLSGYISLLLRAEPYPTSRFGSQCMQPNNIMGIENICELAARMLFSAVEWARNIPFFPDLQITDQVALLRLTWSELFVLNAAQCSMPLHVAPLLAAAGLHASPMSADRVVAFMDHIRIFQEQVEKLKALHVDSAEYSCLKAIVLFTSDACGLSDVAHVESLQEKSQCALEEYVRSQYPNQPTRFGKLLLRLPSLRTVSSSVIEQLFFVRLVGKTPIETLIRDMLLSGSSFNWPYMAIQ
# SRC1 inh: inhibits human SRC1 coactivator; Q15788; HEK293 GAL4-SRC1 luciferase reporter, luminescence; inhibition, % at 3.6 µM; hit rate 0.12% among 360,000; AID 588354;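 active = inhibition above the campaign mean plus 3 SD, with each screening campaign given its own cutoff, cut at about 60% in these data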;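 note: 0% = DMSO treated cells and 100% = gossypol at 36 µM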
# Active calls of the source: *; . = not tested or not shown.
structure	TWEAK Fn14 block	TROY NFkB inh	ABHD5-PLIN5 inh	SRC2 inh	Granule exo inh	NOD2 RIPK2 PPI	LRH-1 inv ag	NCOA3 inh	TLR9-MyD88 block	NR2F2 inh	SRC1 inh
Cc1cc(Cl)ccc1NC(=O)CSc1n[nH]c(N)n1	3.5	2.9	3.5	-4.0	-8.0	-7.6	-6.8	0.3	-13.1	12.4	-7.7
Cc1c(Cl)cccc1N(CC(=O)O)S(C)(=O)=O	0.0	-1.5	-4.2	-37.2	-3.3	-0.3	-6.1	2.9	0.6	13.7	2.0
Cc1ccc(S(=O)(=O)N2CCC(C)CC2)cc1C(=O)NCc1ccccn1	32.4	5.7	6.1	-1.4	1.6	-4.0	-0.5	-1.7	-0.9	-3.0	10.9
COc1ccc(Cc2nnc(SCC(=O)Nc3cc(Cl)ccc3OC)[nH]c2=O)cc1	-20.9	12.9	1.7	13.1	-0.2	2.6	13.6	3.6	1.2	-10.5	-23.7
O=C(OCCOc1ccccc1F)c1cccc(S(=O)(=O)N2CCOCC2)c1	-8.5	-18.4	-6.0	-5.7	-15.4	-3.5	-17.4	0.8	-12.0	-12.1	-7.2
Nc1nc(SCC(=O)NCc2ccccc2)[nH]c(=O)c1NC(=O)c1ccccc1F	6.2	-0.1	4.1	6.3	-5.0	6.5	6.7	6.2	-0.6	-4.5	7.7
CCOC(=O)C(C(=O)Nc1ccccc1)C1CCCCC1 (stereo unspecified)	4.2	-19.9	0.6	-19.9	-4.4	2.0	22.3	17.4	-3.6	9.2	5.2
O=C(O)CCC(NS(=O)(=O)c1ccc(N2CCCC2=O)cc1)C(=O)O (stereo unspecified)	-29.9	4.4	-2.3	-7.1	6.4	-1.8	2.2	-15.7	5.6	18.1	-60.1
Cc1cc(C)cc(NS(=O)(=O)c2cnc(Cl)c(Cl)c2)c1	25.4	-14.4	-2.5	22.3	3.5	6.7	2.2	-8.7	-4.2	-12.6	-11.1
CSc1ccccc1C(=O)C1CCCN(C(=O)CCN2CCCO2)C1 (stereo unspecified)	5.6	-21.1	2.9	-5.2	-1.6	-2.2	1.4	21.6	-7.3	8.9	-9.9
CCc1cccc2c(C(=O)COC(=O)c3nn(C)c(=O)c4ccccc34)c[nH]c12	3.1	36.5	2.1	-21.4	-2.2	-16.6	-19.8	-28.9	-20.3	7.0	0.7
CN(C)/C(=N\S(=O)(=O)c1ccccc1)c1ccc(F)cc1	51.5*	-17.1	9.1	-20.1	27.7	3.0	12.7	-5.4	2.9	5.9	12.5
CCCCc1cc(=O)oc2cc(OCC(=O)NCc3ccccn3)c(Cl)cc12	-16.2	-33.3	-6.6	0.0	-1.1	-7.9	-24.0	-4.5	-11.6	14.6	12.9
Cc1ccccc1C(=O)NCCSc1ccccc1	-4.4	-13.3	-2.2	-35.7	-1.2	-8.6	-101.6	-91.1	9.0	-32.4	-126.5
O=C1C(=Cc2cccc(Cl)c2)CCc2ccccc21	21.6	-19.3	15.1	-74.4	3.5	-8.1	-56.7	-46.2	.	-35.6	-80.1
C[C@H](CCC(=O)O)[C@H]1CC[C@H]2[C@@H]3C(=O)C[C@@H]4CC(=O)CC[C@]4(C)[C@H]3CC(=O)[C@]12C	9.7	-6.0	-2.2	-21.7	8.8	-8.0	-6.9	3.2	0.1	8.1	1.4
COc1ccc(-c2ncnc(C(F)(F)F)c2-c2csc(C)n2)c(O)c1	-13.0	0.4	-8.6	-12.8	6.1	7.6	-12.6	15.6	-1.2	11.2	-20.1
CC(C)C(c1nnnn1C(C)(C)C)N1CCN(Cc2cccnc2)CC1 (stereo unspecified)	-6.2	5.7	3.0	-16.3	-0.2	0.7	-1.2	9.9	-2.4	3.0	0.2
CCN(CC)S(=O)(=O)c1ccc(N2CCOCC2)c(NC(=O)c2ccc3ccccc3c2)c1	3.2	2.4	6.0	-21.5	-2.8	-3.7	8.0	17.6	-10.8	-6.3	-1.5
O=C(NCCS(=O)(=O)N1CCN(c2ccccc2)CC1)c1ccc(Br)o1	18.1	1.4	-5.1	-3.6	0.3	-21.7	-7.1	10.7	2.5	15.2	-5.8
COc1cccc(CNC(=O)N2CCN(c3ccccc3)CC2)c1	14.2	-0.5	-1.7	7.5	15.7	-8.9	-3.2	-16.6	7.2	3.1	-8.3
COC(=O)c1cc(OC)c(OC)cc1NC(=O)Cn1nnc(-c2ccccc2Cl)n1	-12.0	2.6	3.2	3.4	-4.0	7.4	9.7	9.4	-3.8	16.1	-36.0
Cc1nc(NC(=O)C2CC2)sc1C(=O)Nc1ccccc1	2.0	8.6	-2.0	2.0	-2.1	5.8	-7.4	-12.0	-2.9	-12.1	-4.5
CCCOc1ccc(C(=O)OCCN2CCCCC2)c(O)c1	-6.3	-27.6	-0.9	-16.2	-6.1	-0.9	-14.8	14.3	-14.8	6.2	-11.3
Cc1ccc(/C=C/C(=O)NCc2ccccn2)o1	-7.1	-10.6	8.3	-6.6	5.0	2.0	-6.5	9.9	-0.7	1.0	-21.3
CCOc1ccc(N2C(=O)CC(Cc3ccccc3OC)C2=O)cc1 (stereo unspecified)	1.1	-3.0	5.0	11.7	-4.5	-6.6	2.6	13.1	-12.8	-18.9	2.8
CC1Cc2ccccc2N1C(=O)COC(=O)c1ccco1 (stereo unspecified)	-23.4	-34.4	0.2	-19.7	-7.0	-1.2	6.7	-6.2	3.1	8.4	6.1
COc1ccc(-c2c(C)nn(-c3ccccc3)c2N)cc1	3.6	-54.8	-0.4	-36.5	-3.7	-13.3	-93.9	-62.3	-14.8	-39.4	-50.3
CCOc1ccc2nc(-c3ccccc3)nc(SCC(=O)OC)c2c1	-9.9	1.1	-0.7	1.5	17.8	10.7	-5.2	-0.7	-1.3	7.5	-3.7
COCn1c(-c2ccc(OC)c(OC)c2)nc2ccccc21	-21.6	-77.2	1.5	-60.2	0.6	-3.3	-48.0	-63.1	-9.2	-29.8	-61.0
CCOc1ncccc1C(=O)OCC(=O)NCc1ccc(C(=O)OC)cc1	-4.7	4.6	4.3	-2.6	-2.9	-5.4	4.1	7.7	8.9	-11.8	-4.0
O=C(O)CN(CCc1ccccc1)S(=O)(=O)c1ccccc1	16.2	-20.9	5.3	-20.5	3.7	-4.8	1.2	5.3	7.2	1.5	-1.4
O=C1NC[C@H](CCCCN2C[C@H](Cc3ccc(O)cc3)N(CCc3ccccc3)C(=O)C2=O)N(CCc2ccc(O)cc2)C1=O	9.7	-13.0	9.9	1.1	-2.4	-10.7	13.9	.	.	3.2	.
Fc1ccccc1OCC1CCCN(Cc2nc(CC3CC3)no2)C1 (stereo unspecified)	-8.3	-10.0	0.4	20.7	-0.8	-6.2	0.4	1.9	-8.4	-25.4	4.4
N#CC1=C(N)S[C@@H](C(=O)c2ccc(F)cc2)[C@@H]1c1cccs1	1.1	-22.8	-18.4	11.7	2.7	5.5	10.3	6.6	-5.5	13.2	14.0
O=C1N/C(=C/c2cccs2)C(=O)N1Cc1ccccc1F	-4.5	-12.3	-2.1	-12.3	-2.4	-16.6	5.5	0.4	2.8	2.6	6.7
Cc1c(C(=O)OCC(=O)N2C(C)CCCC2C)oc2ccccc12 (stereo unspecified)	-24.1	-42.8	2.2	-32.2	-28.1	-13.4	-68.8	-92.2	-12.3	-44.8	-49.4
CCOC(=O)CCNC(=O)N1CCC(CCOc2ccccc2)(C(=O)OCC)CC1	9.7	-3.9	-5.0	-27.9	-1.5	-6.4	12.1	-4.3	5.3	-21.0	-2.3
CN(C)CCCN(C(=O)COc1ccc(Cl)cc1)c1nc2cc3c(cc2s1)OCO3	-8.7	-59.4	23.1*	-0.2	41.2	-3.9	30.8	7.9	2.9	6.8	-14.9
COc1ccccc1NC(=O)CSc1nc2ccccc2c(=O)n1CCNC(C)=O	7.7	-1.7	3.4	-16.9	-3.6	2.8	6.7	8.2	-0.3	-0.3	3.0
COCCNC(=O)CSc1ccc(C)cc1	-3.5	9.6	1.1	-10.1	2.3	-3.0	9.3	1.7	-12.2	-5.6	-7.7
COc1ccccc1Nc1nc(N)nc(CN2CCN(c3ccccc3F)CC2)n1	-7.8	-10.6	-0.9	-18.1	-3.1	-2.2	7.8	-0.7	7.6	8.0	11.1
C[C@@H]1CN([C@@H](C)CO)C(=O)c2cc(C#CC(C)(C)O)cnc2O[C@@H]1CN(C)C(=O)c1ccccc1F	5.7	3.7	6.2	-20.5	-4.0	1.8	-3.1	-46.9	-2.5	-20.0	-10.9
O=S(=O)(Nc1ncccn1)c1cc(Cl)ccc1Cl	13.2	-35.4	7.5	-18.8	-4.1	-6.9	-3.9	7.2	-6.5	-5.3	12.9
O=C(NNC(=O)c1cc(S(=O)(=O)N2CCCCC2)ccc1Cl)c1ccccc1O	8.1	-11.3	-0.9	21.1	-3.6	-6.2	-0.7	11.7	-2.0	15.7	-5.3
COCCCn1c(SCC(=O)Nc2ccc(C)cc2)nc2ccccc2c1=O	-3.2	11.9	0.3	15.0	-15.1	-2.4	-2.4	5.2	-13.2	0.6	1.0
COc1ccccc1OCC(=O)Nc1ccc(NC(=O)COc2ccccc2OC)cc1	-14.9	2.6	8.4	-6.0	38.4	-1.4	13.9	14.2	-7.0	4.9	-8.1
CCn1c(C2CCN(S(=O)(=O)c3ccc(OC)cc3)CC2)n[nH]c1=S	-0.7	-1.2	-3.4	34.9	-0.1	-3.3	-0.5	13.5	2.4	-10.8	-3.9
Cc1cc(C)c(NC(=O)CNC(=O)COC(=O)C2CCN(c3ccc(C(F)(F)F)cn3)CC2)c(C)c1	-0.2	-10.0	0.4	-7.8	3.7	2.9	-21.4	-24.7	-13.6	6.6	9.0
CN1CCN(C(=O)c2cnn(-c3ccccc3)c2NC(=O)c2ccccc2F)CC1	-4.2	-12.7	-2.3	16.4	0.0	-7.2	-14.1	-0.4	-0.6	-10.7	-9.7
O=C(NCc1nnc(SCC(=O)N2CCCC2)o1)c1ccccc1F	7.2	8.9	3.4	1.0	0.8	-1.5	-19.3	7.9	0.6	6.9	-34.6
COc1ccc(C(C(=O)NC2CCCC2)N(C(=O)c2csnn2)C2CCCC2)cc1 (stereo unspecified)	10.7	20.4	4.0	9.7	-4.7	-1.6	-11.5	0.8	-3.2	1.6	0.7
OCCN(CCO)c1ncnc2c1oc1ccc(Br)cc12	-10.5	-11.8	1.6	2.5	-5.5	-7.2	-6.4	-12.1	5.8	-11.1	13.6
CN(CC(=O)Nc1cccc(S(=O)(=O)N2CCCCC2)c1)Cc1ccc(F)cc1	10.1	15.7	1.0	20.3	-9.6	6.9	-4.0	-4.9	7.6	-0.9	-3.2
COc1ccc(C(CNC(=O)c2ccc(NS(=O)(=O)c3ccc(F)c(C)c3)cc2)N(C)C)cc1 (stereo unspecified)	-1.8	-1.0	3.2	0.4	-3.5	9.9	3.9	-33.9	-1.5	-6.6	-0.8

# Only part of the results is shown; rates above refer to the full screens.
